p53null 32C kill: selectivity test: cytotoxicity in p53 null cells, permissive temperature. H1299-neo p53 null cells, ATP luminescence, 24 h, 32C. 0.62% of 55,000 active. AID 903. Potency, µM (doses to about 46.1 µM), for the others: at the highest dose activity change, negative = cytotoxicity, most hits filed as cytotoxic;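 note: potency is the fitted concentration of half-maximal effect; 0% = DMSO only and -100% = full killing by 100 µM tamoxifen; nearly all actives have a fitted effect of over 55% in size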
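H1299-neo (p53 null) cells, 600/well, treated 24 h at 32C with compound up to 46 uM; ATPlite luminescence viability, normalized to DMSO and 100 uM tamoxifen; AC50 by Hill fit.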
PTAP-TSG101 blk: blocks PTAP binding to human TSG101, validation; Q99816; Fluorescence polarization, FITC-PTAP peptide/Tsg101, 20 min; Potency, µM (highest dose often 115 µM), inactives show top-dose activity change, negative = inhibition, actives largely listed as inhibitors; 44,000 tested, under 10 active; note: potency is the fitted concentration of half-maximal effect; 0% is about no effect
Target sequence (Q99816 whole entry, looked up): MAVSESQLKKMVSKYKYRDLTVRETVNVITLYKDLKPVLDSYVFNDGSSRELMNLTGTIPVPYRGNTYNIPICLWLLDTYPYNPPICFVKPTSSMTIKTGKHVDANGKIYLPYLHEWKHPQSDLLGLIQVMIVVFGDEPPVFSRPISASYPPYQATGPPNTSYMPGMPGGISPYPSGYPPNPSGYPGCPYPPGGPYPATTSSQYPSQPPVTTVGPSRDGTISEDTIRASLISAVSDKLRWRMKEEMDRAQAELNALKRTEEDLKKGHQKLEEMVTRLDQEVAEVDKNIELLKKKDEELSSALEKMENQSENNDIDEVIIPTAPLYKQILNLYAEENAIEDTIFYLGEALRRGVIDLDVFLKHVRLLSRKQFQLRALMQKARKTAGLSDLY
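Fluorescence polarization: Tsg101 binding domain (10 uM final) in 10 mM HEPES pH 7.5, 0.15 M NaCl, 0.01% Tween 20, 3 mM EDTA, 0.1 mM TCEP; compounds pinned; FITC-PTAP peptide 50 nM final; 20 min, r.t.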
NTMT1 inh: NTMT1 methyltransferase inhibition; Q9BV86; NTMT1 MTase-Glo SAH luminescence, purified enzyme; Potency, µM (doses to about 114 µM), without a hit: top-dose activity change, negative = inhibition, hits mostly inhibitors; 2.5% of 59,000 active; AID 1645870;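 note: potency is the fitted concentration of half-maximal effect; plate controls were DMSO vehicle for no effect and no enzyme for full effect; nearly all actives have a fitted effect of over 65% in size; many of its hits are not listed in these tables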
FH mod: Identification of activators of human fumarate hydratase by quantitative high-throughput screening; Fumarate hydratase, mitochondrial (Homo sapiens), P07954; Potency, µM (doses to about 79.9 µM), inactives show at the top dose activity change, negative = inhibition, actives largely listed as inhibitors; 0.22% of 54,000 active; AID 1347055, 2019; FH coupled MDH/diaphorase resazurin fluorescence, 15 min; note: potency is the fitted concentration of half-maximal effect; % is set by controls: 0 for no effect and ±100 for the full control effect; the screen sought activators but most active calls are inhibition curves; nearly all actives have a fitted effect of over 45% in size
Target sequence (P07954 whole entry, looked up): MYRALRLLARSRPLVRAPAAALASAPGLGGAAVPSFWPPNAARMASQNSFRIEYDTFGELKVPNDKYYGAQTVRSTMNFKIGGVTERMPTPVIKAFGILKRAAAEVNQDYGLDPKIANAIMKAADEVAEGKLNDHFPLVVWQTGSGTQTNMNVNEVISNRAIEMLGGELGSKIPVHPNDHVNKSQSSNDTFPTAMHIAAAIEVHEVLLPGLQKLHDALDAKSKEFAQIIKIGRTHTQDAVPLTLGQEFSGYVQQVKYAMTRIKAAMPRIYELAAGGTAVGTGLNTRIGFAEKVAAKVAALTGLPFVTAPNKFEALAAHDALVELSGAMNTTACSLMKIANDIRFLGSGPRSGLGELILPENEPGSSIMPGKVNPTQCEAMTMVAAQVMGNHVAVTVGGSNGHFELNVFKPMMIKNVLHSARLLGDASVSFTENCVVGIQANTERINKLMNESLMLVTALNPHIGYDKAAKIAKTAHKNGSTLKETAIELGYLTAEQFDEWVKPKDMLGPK
B2AR arrestin ag: ADRB2 beta-arrestin recruitment | AID 1347077 | Potency, µM (series often up to 46.1 µM), for inactives: at the highest dose activation, hits mostly activators | P07550 | HTLA Tango cells, beta-arrestin recruitment, luciferase luminescence, 18 h | 44,000 tested, under 10 active;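 note: potency is the fitted concentration of half-maximal effect; 0% = DMSO and full agonism = EC100 isoproterenol or metaproterenol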
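Receptor–beta-arrestin recruitment read by tTA-responsive luciferase: compound titrations (up to 46 µM) incubated 18 h with Tango cells, then luminescent substrate 15 min at room temperature. Concentration-response fits classified by r2, efficacy and activity.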
p53null 39C kill: selectivity test: cytotoxicity in p53 null cells, nonpermissive temperature; Potency, µM (series often up to 46.1 µM), without a hit: at the highest dose activity, negative = cell killing, most hits filed as cytotoxic; 0.97% of 55,000 active; H1299 p53-null (neo) cells, 39C, ATPlite viability, 24 h; AID 904;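 note: potency is the fitted concentration of half-maximal effect; 0% = DMSO only and -100% = full killing by 100 µM tamoxifen; nearly all actives have a fitted effect of over 50% in size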
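ATP-luminescence viability readout (ATPlite, 20 min RT) after 24 hr compound treatment at 39C of H1299-neo or H1299-p53A138V cells; titration up to 46 uM; normalized to DMSO and 100 uM tamoxifen; Hill-fit AC50.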
GALK inh: GALK (human) enzyme inhibition; recombinant GALK, Kinase-Glo ATP luminescence, 1 h; Potency, µM (highest dose often 57.5 µM), without a hit: at the highest dose activity, negative = inhibition, usual class: inhibitors; 44,000 tested, under 10 active;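 note: plate controls were full GALK reaction for no effect and reaction lacking GALK for full effect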
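Luminescent ATP-depletion readout (Kinase-Glo Plus) after 1 h room-temperature incubation of human GALK (5 nM) with galactose 100 µM and ATP 35 µM, pH 8.0 HEPES/Mg2+ buffer; compounds tested in qHTS format.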
* marks the source's active call; other numbers are inactive results; ? = inconclusive; · = no result given; [ ] = remark or other dose. Calls come from the whole dose curve; as a rule, active = well fitted curve in the direction sought with a large enough effect; inconclusive = small, poorly fitted or top-dose-only effect, or another doubt; inactive = no such curve, though single readings can be large; an effect the other way counts as inactive or inconclusive. Only part of the results is shown; the hit share may differ from the screen's.

Results follow in this order: p53null 32C kill, PTAP-TSG101 blk, NTMT1 inh, FH mod, B2AR arrestin ag, p53null 39C kill, GALK inh
- Cc1ccc(S(=O)(=O)N2CCC(Oc3ccc(-n4cnnn4)cc3)CC2)cc1
  -5.2%, -4.2%, 15.5%, -8.0%, -2.0%, -18.2%, 7.7%
- CCOC(=O)c1ccccc1NC(=O)CN(c1ccccc1OC)S(=O)(=O)c1ccc(C)cc1
  1.5%, -0.6%, -3.0%, 1.7%, 0.6%, 36.8%[activator], 0.2%
- Cc1ccc(NC(=O)CCCn2nc(C)c3sc4ccccc4c3c2=O)c(Cl)c1
  -29.0%, -1.9%, 9.9%, -2.1%, -3.2%, -13.9%, 1.8%
- CCOC(=O)c1c(NC(=O)c2cc3nc(-c4ccc(Br)cc4)cc(C(F)(F)F)n3n2)sc(C(C)=O)c1C
  3.3%, -6.9%, 4.7%, -1.5%, -1.2%, 5.9%, -0.1%
- CC(=O)c1ccc(NC(=O)CSc2nnc3c(n2)[nH]c2ccccc23)cc1
  -7.1%, 18.1%, ?, ?, ?, -20.4%, 0.6%
- O=C1CC(c2ccccc2C(F)(F)F)c2c(c3ccccc3[nH]c2=O)O1 (configuration not stated)
  2.2%, -5.7%, 17.6%, 3.3%, 0.6%, -6.1%, 7.0%
- COC(=O)c1cc(NC(=O)c2oc(=O)c3ccccc3c2-c2ccccc2)cc(C(=O)OC)c1
  1.6%, -1.4%, 0.9%, 0.6%, 0.7%, -2.8%, 0.0%
- CCCCN(C)CCNC(=O)c1nn(-c2ccc(OC)c(Cl)c2)c(=O)c2c1c1ccccc1n2C
  9.9%, -4.0%, -1.8%, -8.7%, 0.3%, 25.0%, 9.3%
- Cc1ccc(-n2nc(CO)c(C(=O)NCC(c3ccccc3)c3ccccc3)n2)cc1
  -0.5%, 4.7%, 0.1%, 4.6%, -2.1%, -5.5%, 0.4%
- COc1ccccc1N1CCN(C(=O)c2cc(-c3ccccc3O)on2)CC1
  -1.3%, 0.9%, ?, -11.0%, -2.2%, 8.4%, 0.0%
- O=C(Nc1sc2c(c1C(=O)NCC1CCCO1)CCC2)c1cc(=O)c2cc(Cl)ccc2o1 (configuration not stated)
  0.4%, 0.6%, 16.2%, 4.2%, 0.0%, 0.1%, -2.7%
- CCOC(=O)c1ccc(NC(=O)Cn2cc(C(=O)C3CC3)c3ccccc32)cc1
  -1.9%, -4.0%, -0.9%, 6.5%, 1.0%, -11.2%, 6.0%
- CSc1ccc(C2c3[nH]c4ccccc4c3CCN2C(=O)CCC2CCCC2)cc1 (configuration not stated)
  -21.1%, -3.2%, 9.1%, -13.9%, 0.1%, 14.4%, 1.8%
- Cc1ccc(C)c(S(=O)(=O)c2nnn3c2nc(NC2CCCCC2)c2sccc23)c1
  -9.0%, -7.1%, ?, -27.1%, -0.4%, 32.3%[activator], 0.0%
- CCOc1cccc2cc(-c3cn4c(n3)sc3ccccc34)c(=O)oc12
  -2.2%, -2.7%, 4.9%, 1.7%, -2.7%, 14.4%, -0.5%
- CN(C)c1ccc(CN(Cc2ccco2)C(=O)c2ccc(C(C)(C)C)cc2)cc1
  50.1%[activator], -7.1%, ?, -24.8%, -0.2%, 51.4%[activator], 7.2%
- COc1cc(Cl)c(C)cc1NC(=O)CCc1c(C)nc2cc(-c3cccc(F)c3)nn2c1C
  1.6%, -1.5%, 6.8%, -4.6%, -2.0%, -10.6%, 0.0%
- Cc1ccc(-n2ncc3c(N4CCN(C)CC4)ncnc32)cc1Cl
  -2.8%, -1.6%, -12.2%, -5.1%, 1.0%, 21.5%, 3.3%
- O=C(Cn1c(=O)nc(-c2ccccc2)c2ccccc21)NCCc1ccc(Cl)cc1
  -7.8%, -0.5%, 17.5%, -5.2%, 0.3%, 0.2%, 4.0%
- CCOC(=O)c1cccc(NC(=O)c2ccc3snnc3c2)c1
  -7.6%, -0.8%, -0.3%, -18.6%, -2.6%, -18.5%, 3.1%
- Cc1ccc(NC(=O)C(Cc2ccccc2)NS(=O)(=O)c2ccc3c(c2)oc(=O)n3C)cc1F (configuration not stated)
  -0.2%, 1.4%, -9.2%, -1.4%, -2.2%, -7.4%, -4.2%
- CCc1ccccc1Nc1sc(C(=O)c2cccc(OC)c2)c(N)c1S(=O)(=O)c1ccccc1
  6.8%, 3.3%, 2.7%, -12.9%, -2.3%, -15.6%, -0.2%
- O=S(=O)(NCCc1csc2nc(-c3ccc(F)cc3)nn12)c1ccc(Oc2ccccc2)cc1
  -0.1%, -0.9%, -25.6%, -9.8%, -3.2%, 25.4%, -7.7%
- Cc1ccc(C2Nc3cc(C)c(C)cc3-n3c(-c4ccccc4)c4c(=O)n(C)c(=O)n(C)c4c32)o1 (configuration not stated)
  -2.5%, -6.2%, ·, ·, -2.6%, 14.3%, -10.9%
- CC(=O)c1cccc(NC(=O)Cn2c(SCC(=O)Nc3ccc(F)cc3)nc3ccccc32)c1
  -0.2%, -4.2%, -3.1%, -4.0%, -0.1%, -11.4%, -2.5%
- CNC(=O)C(=O)NCC(c1ccc2c(c1)OCO2)N1CCOCC1 (configuration not stated)
  -2.6%, 1.8%, 0.8%, -17.6%, -0.6%, -4.8%, 2.8%
- CCOc1ccc(-n2c(=O)c3c(C)c(C)sc3n(Cc3ccccc3C)c2=O)cc1
  4.8%, -1.8%, 0.4%, 2.5%, 6.2%, -18.8%, 0.0%
- CC1CCn2c(nc3cc(C(=O)NCCc4ccc(Cl)cc4)ccc32)C1 (configuration not stated)
  -0.8%, -5.8%, -2.1%, -9.1%, -0.3%, 2.2%, 0.8%
- CC(=O)Nc1ccc(NC(=O)CSc2cn(CC(=O)N(C(C)C)C(C)C)c3ccccc23)cc1
  -4.1%, -2.0%, -3.1%, ?, 0.2%, -13.7%, -0.3%
- CC(=O)c1cccc(NC(=O)C2CCN(S(=O)(=O)c3ccc4c(c3)oc(=O)n4C)CC2)c1
  -6.7%, -2.9%, -0.2%, -7.4%, 0.0%, 2.3%, 6.6%

The list continues:
Results follow in this order: p53null 32C kill, PTAP-TSG101 blk, NTMT1 inh, FH mod, B2AR arrestin ag, p53null 39C kill, GALK inh
- O=C(CN1C(=O)COc2ccc(S(=O)(=O)NC3CCCC3)cc21)Nc1ccc(Cl)cc1
  -2.2%, -5.6%, ?, -20.7%, 0.2%, -1.1%, -0.7%
- Cc1ccc(-c2c3c(=O)n(C)c(=O)n(C)c3cn2-c2cc(C)ccc2O)cc1
  3.3%, -6.1%, -6.0%, -20.9%, -0.9%, 5.3%, 7.7%
- Cc1cc(C)c(NC(=O)Cn2c(=O)n(CCc3ccccc3)c(=O)c3ccccc32)c(C)c1
  7.4%, -1.1%, -7.6%, 0.0%, 0.6%, -8.2%, 7.4%
- Cc1ccc(N(CC(C)C)S(=O)(=O)c2nnc(NC(=O)c3cccs3)s2)cc1
  3.5%, 0.6%, 4.7%, -6.6%, -1.0%, -19.2%, 0.0%
- COc1ccc(NC(=O)CSc2oc(-c3cccs3)nc2S(=O)(=O)c2ccc(C)cc2)c(OC)c1
  6.6%, -2.8%, -11.5%, -18.4%, -0.3%, -4.6%, -1.5%
- COC(=O)c1ccc(NC(=O)CSc2nnc3c4ccccc4n(C(C)C)c3n2)cc1
  -0.2%, -5.4%, -2.3%, ?, -0.8%, 4.2%, 6.9%
- COC(=O)c1cc2oc3ccccc3c2n1CC(=O)Nc1cccc(SC)c1
  -1.5%, 2.4%, ·, ·, 0.7%, 7.7%, -7.1%
- Cc1cc(C)c2oc(-c3cccc(NC(=O)c4ccco4)c3)nc2c1
  -6.5%, -0.6%, -6.5%, -9.7%, 0.2%, ?, 0.5%
- CCOC(=O)C(C)Sc1ccc2nnc(CCNS(=O)(=O)c3ccc(C)cc3)n2n1 (configuration not stated)
  -6.1%, 0.0%, -15.0%, -7.5%, 1.0%, ?, 2.2%
- Cc1ccc(Cn2cc(C(=O)c3ccc(F)cc3)c(=O)c3cc4c(cc32)OCO4)cc1
  1.2%, -9.7%, ?, -13.0%, -1.0%, 13.3%, -2.4%
- COc1ccc(CCNC(=O)C2(c3cccs3)CCOCC2)cc1
  3.0%, 0.1%, 3.6%, -4.3%, -3.9%, 18.5%, -0.8%
- Cc1cc(Nc2cccc(C(F)(F)F)c2)nc2ccc(NC(=O)c3ccc(=O)[nH]c3)cc12
  5.6%, 1.6%, 0.8%, -2.3%, -0.2%, -14.9%, 2.7%
- CCOC(=O)c1c(NC(=O)CSc2cn(CCNC(=O)c3cccc(C(F)(F)F)c3)c3ccccc23)sc2c1CCC2
  ·, -8.9%, 3.4%, -4.9%, -0.5%, ·, -3.4%
- COc1cc2ccccc2cc1C(=O)Nc1ccc2oc(-c3cc(Br)ccc3Cl)nc2c1
  1.0%, 3.7%, -0.8%, -3.8%, 0.2%, 29.3%, 0.0%
- Cc1ccc(C)c(N2CCN(S(=O)(=O)c3csc(C(N)=O)c3)CC2)c1
  8.6%, 0.1%, -2.7%, -24.8%, 0.0%, 19.3%, 2.2%
- COC(=O)CN1C(=O)C(C)(C)c2cc(S(=O)(=O)Nc3ccc(Br)cc3F)ccc21
  1.9%, -12.3%, 24.3%, 1.3%, 0.2%, -1.0%, 1.2%
- CCOC(=O)c1noc2ncn(CC(=O)O)c(=O)c12
  3.9%, -1.8%, ?, -2.1%, 0.2%, 8.2%, 0.0%
- CCC1Oc2ccc(C)cc2N(CC(=O)N2CCN(c3ccccc3OC)CC2)C1=O (configuration not stated)
  0.3%, -0.4%, 0.1%, 0.2%, 1.2%, 0.5%, 2.5%
- COC(=O)CN1C(=O)CSc2ccc(S(=O)(=O)Nc3ccc(C(C)=O)cc3)cc21
  -8.9%, -6.4%, 13.9%, -3.2%, ?, -2.9%, 1.7%
- CC(=O)c1cccc(NC(=O)CN2C(=O)CN(C)C(=O)c3ccccc32)c1
  0.6%, 1.7%, 10.8%, 5.3%, -4.1%, 0.9%, -1.2%
- CCc1ccc(NC(=O)Cn2c(=O)n(CCCC(=O)NCc3ccccc3Cl)c(=O)c3ccccc32)cc1
  -10.5%, 7.3%, 2.6%, -35.3%, 0.4%, -14.7%, 6.9%
- CCCc1cc(=O)[nH]c2nnc(SCC)n12
  5.8%, -6.2%, ?, -14.6%, -4.2%, 1.9%, 1.1%
- CC1(C)C(=O)N(CC(=O)Nc2ccc(OC(F)(F)F)cc2)c2ccccc21
  -7.7%, 1.7%, -1.2%, -35.5%, 0.9%, 17.9%, -2.5%
- CC1CCC(NC(=O)c2ccc3c(c2)N(Cc2ccccc2)C(=O)c2ccccc2S3(=O)=O)CC1 (configuration not stated)
  9.3%, -5.9%, 7.8%, -18.5%, 1.0%, 4.5%, -0.4%
- CCOc1ccc(CNC(=O)c2ccc3c(c2)sc2nc(-c4ccc(OC)cc4)cn23)cc1
  2.8%, 5.5%, 6.7%, 1.8%, 8.7%, 2.6%, -1.3%

From PubChem BioAssay
